Assay outcomes deposited in PubChem by National Center for Advancing Translational Sciences (NCATS).
DRD3 agonist: agonists of human D3 dopamine receptor | P35462 | D3R DiscoveRx beta-arrestin cells, luminescence, 90 min | max activation, % | 410,000 compounds, 0.58% hits | AID 652048; in the data active = max activation above about 30%; note: 0% is about no effect; mostly tested at two doses, the higher about 12 µM
Target sequence (P35462 whole entry, looked up): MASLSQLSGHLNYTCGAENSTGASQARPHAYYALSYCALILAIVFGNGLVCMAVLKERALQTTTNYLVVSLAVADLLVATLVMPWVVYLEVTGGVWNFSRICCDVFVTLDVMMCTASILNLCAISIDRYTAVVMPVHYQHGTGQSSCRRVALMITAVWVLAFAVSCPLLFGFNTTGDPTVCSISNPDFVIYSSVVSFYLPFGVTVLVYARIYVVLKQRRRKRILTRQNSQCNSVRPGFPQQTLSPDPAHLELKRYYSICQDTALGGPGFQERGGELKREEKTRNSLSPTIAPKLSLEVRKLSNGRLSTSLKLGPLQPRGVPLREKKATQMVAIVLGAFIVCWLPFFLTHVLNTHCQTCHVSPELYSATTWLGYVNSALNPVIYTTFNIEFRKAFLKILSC
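Agonist-mode cell screen: cells plated at 1500/well and incubated overnight at 37 °C, then exposed to library compounds for 90 min at 37 °C. Detection reagent was added for 30–60 min at room temperature, and luminescence was read.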
GLP-1R agonist: activates the human GLP-1 receptor. HEK293 GLP-1R CRE-luciferase, luminescence, 4-6 h; cells express a hypersensitive GLP-1R form. Potency, µM (series often up to 45.6 µM), for inactives: at the highest dose activation, usual class: activators. 380,000 compounds, 0.007% hits. AID 624172; active = well fitted activation curve with a large enough effect; note: potency is the fitted concentration of half-maximal effect; % of control where 0% means no effect
Target sequence (P43220 whole entry, looked up): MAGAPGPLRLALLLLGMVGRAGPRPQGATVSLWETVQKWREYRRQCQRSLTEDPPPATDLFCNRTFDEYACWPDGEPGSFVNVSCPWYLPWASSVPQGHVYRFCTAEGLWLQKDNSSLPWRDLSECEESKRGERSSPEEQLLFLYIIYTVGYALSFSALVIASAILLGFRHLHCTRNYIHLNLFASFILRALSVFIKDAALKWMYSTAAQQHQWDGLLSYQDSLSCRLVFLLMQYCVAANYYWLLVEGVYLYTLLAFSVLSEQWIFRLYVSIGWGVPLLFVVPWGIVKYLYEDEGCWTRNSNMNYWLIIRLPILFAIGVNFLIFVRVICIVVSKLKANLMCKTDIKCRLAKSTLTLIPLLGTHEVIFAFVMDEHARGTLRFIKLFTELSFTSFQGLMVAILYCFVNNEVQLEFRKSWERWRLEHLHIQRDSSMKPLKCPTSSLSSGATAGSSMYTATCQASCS
Active calls of the source: *; / = not tested or not shown; & = joins results of further samples; [ ] = remark or other dose.

SMILES	DRD3 agonist	GLP-1R agonist
CCCC[C@H](CC)CN1CN(C[C@@H](CC)CCCC)CC(C)(N)C1	/	-3%[19.8 µM]
COc1cc2c(c(OC)c1OC)-c1c(cc3c(c1OC)OCO3)CC(C)C(C)(O)C2 (configuration not stated)	/	-3%
CCN1C(=O)N[C@@H](c2ccccc2)C1=O	/	6%[19.8 µM]
CC[C@H](C)[C@H](N)C1=N[C@H](C(=O)N[C@@H](CC(C)C)C(=O)N[C@@H](CCC(=O)O)C(=O)N[C@@H](C(=O)N[C@H]2CCCCNC(=O)[C@@H](CC(N)=O)NC(=O)[C@@H](CC(=O)O)NC(=O)[C@@H](Cc3cnc[nH]3)NC(=O)[C@@H](Cc3ccccc3)NC(=O)[C@@H]([C@@H](C)CC)NC(=O)[C@@H](CCCN)NC2=O)[C@@H](C)CC)CS1	/	-5%[19.8 µM]
NCCCC(N)CC(=O)NC1CNC(=O)C(C2CC(O)N=C(N)N2)NC(=O)/C(=C/NC(N)=O)NC(=O)C(CO)NC(=O)C(CO)NC1=O (configuration not stated)	/	-5%
Cc1c(C)c2c(c(C)c1O)CC[C@@](C)(CCC[C@@H](C)CCC[C@@H](C)CCCC(C)C)O2	/	29%
NS(=O)(=O)c1cc2c(cc1Cl)N[C@@H](CC1CCCC1)NS2(=O)=O	/	-4%[19.8 µM]
COc1cccc2c1C(=O)c1c(O)c3c(c(O)c1C2=O)C[C@](O)(C(=O)CO)C[C@@H]3O[C@H]1C[C@H](N)[C@@H](O)[C@H](C)O1	/	-1%
Nc1nc2[nH]cc(CCc3ccc(C(=O)NC(CCC(=O)O)C(=O)O)cc3)c2c(=O)[nH]1 (configuration not stated)	/	2%
CC1(C)C2CC[C@]1(C)[C@@H](O)C2	/	9%
C=C1CC[C@H](O)C/C1=C/C=C1\CCC[C@]2(C)[C@@H]([C@H](C)CC[C@@H](O)C(C)(C)O)CC[C@@H]12	/	5%
CC[C@@H](C(=O)O)[C@@H]1O[C@@H]([C@@H](C)[C@H](O)[C@H](C)C(=O)[C@H](CC)[C@H]2O[C@]3(C=C[C@@H](O)[C@]4(CC[C@@](C)([C@H]5CC[C@](O)(CC)[C@H](C)O5)O4)O3)[C@H](C)C[C@@H]2C)[C@@H](C)C[C@@H]1C	54*	/
CC(C(=O)O)c1ccc(C2CCCCC2)c2ccccc12 (configuration not stated)	4	/
C/C=C(/CC[C@@H](C)[C@H]1CC[C@H]2C3=CC[C@H]4[C@H](C)[C@@H](O)CC[C@]4(C)[C@H]3CC[C@]12C)C(C)C	9	/
COc1cc(C=C2CCC/C(=C\c3ccc(O)c(OC)c3)C2=O)ccc1O	5	/
Nc1nc2[nH]cc(CCc3ccc(C(=O)N[C@@H](CCC(=O)O)C(=O)O)cc3)c2c(=O)[nH]1	-4	/
CC[C@H]1NC(=O)[C@@H](NC(=O)c2ncccc2O)[C@@H](C)OC(=O)[C@H](c2ccccc2)NC(=O)[C@@H]2CC(=O)CCN2C(=O)[C@H](Cc2ccccc2)N(C)C(=O)[C@@H]2CCCN2C1=O	10	/
CCCCCCCCCc1ccc(OCCOCCO)cc1	11	/
CCO[C@@H]1O[C@H](C(COCc2ccccc2)OCc2ccccc2)[C@H](OCc2ccccc2)[C@H]1O (some centres not stated)	-1	/
NC(Cc1ccccc1)C(=O)O (configuration not stated)	9	/
CSCC[C@H](NC(=O)[C@H](Cc1ccc(OS(=O)(=O)O)cc1)NC(=O)[C@@H](N)CC(=O)O)C(=O)NCC(=O)N[C@@H](Cc1c[nH]c2ccccc12)C(=O)N[C@@H](CCSC)C(=O)N[C@@H](CC(=O)O)C(=O)N[C@@H](Cc1ccccc1)C(N)=O	1&3	/
CC1(C)S[C@@H]2[C@H](N=CN3CCCCCC3)C(=O)N2[C@H]1C(=O)O	-23	/
CCCCCCCCCCCCCCCC(=O)O[C@@H]1[C@@H](O)[C@@H](O)[C@@H]([C@H](NC(=O)[C@@H]2C[C@@H](CCC)CN2C)[C@H](C)Cl)O[C@@H]1SC	-25	/
COc1cc2nc(N(C)CCCNC(=O)C3CCCO3)nc(N)c2cc1OC (configuration not stated)	-25	/
COC[C@H](c1ccc(C(F)(F)F)cc1)N1CCN(C2(C)CCN(C(=O)c3c(C)ncnc3C)CC2)C[C@H]1C	13	/
CCC[C@@]1(CCc2ccccc2)CC(O)=C([C@H](CC)c2cccc(NS(=O)(=O)c3ccc(C(F)(F)F)cn3)c2)C(=O)O1	5	/
C[C@@H]1CN(c2c(F)c(N)c3c(=O)c(C(=O)O)cn(C4CC4)c3c2F)C[C@H](C)N1	3	/
C#C[C@]1(O)CC[C@H]2[C@@H]3CCC4=CC(=O)CC[C@@H]4[C@H]3C(=C)C[C@@]21CC	-8	/
N[C@H](C(=O)O)[C@@H](O)c1ccc(O)c(O)c1	5	/
NC[C@@H]1CC[C@@H](N)[C@@H](O[C@H]2[C@H](O)[C@@H](O[C@H]3O[C@H](CO)[C@@H](O)[C@H](N)[C@H]3O)[C@H](N)C[C@@H]2N)O1	-8	/
O=C(O)[C@@H]1C[C@H](CP(=O)(O)O)CCN1	7	/
C[C@@H]1C/C=C/C=C/C=C/C=C/[C@H](O[C@@H]2O[C@H](C)[C@@H](O)[C@H](N)[C@@H]2O)C[C@@H]2O[C@](O)(C[C@@H](O)C[C@H]3O[C@@H]3/C=C/C(=O)O1)C[C@H](O)[C@H]2C(=O)O	7	/
O=C(O)[C@H]1/C(=C/CO)O[C@@H]2CC(=O)N21	4	/
CO[C@@H]1[C@@H](O[C@@H]2O[C@H](C)[C@@H](O[C@H]3C[C@@](C)(O)[C@@H](O)[C@H](C)O3)[C@H](N(C)C)[C@H]2O)[C@@H](CC=O)C[C@@H](C)[C@@H](O[C@@H]2CC[C@H](N(C)C)[C@@H](C)O2)/C=C/C=C/C[C@@H](C)OC(=O)C[C@H]1O	8	/
CC(=O)NC[C@H]1CN(c2ccc(N3CCOCC3)c(F)c2)C(=O)O1	2	/
O=C(Cc1cccs1)N[C@@H]1C(=O)N2C(C(=O)[O-])=C(C[n+]3ccccc3)CS[C@H]12	7	/
C[C@@H]1O[C@@H](OC[C@H]2O[C@@H](Oc3c(-c4ccc(OCCO)c(OCCO)c4)oc4cc(OCCO)cc(O)c4c3=O)[C@H](O)[C@@H](O)[C@@H]2O)[C@H](O)[C@H](O)[C@H]1O	3	/
CC[C@H](C)C(=O)O[C@H]1C[C@H](O)C=C2C=C[C@H](C)[C@H](CC[C@@H](O)C[C@@H](O)CC(=O)O)[C@H]21	6	/
CCC(CN)CC(C)CCNCC(O)CNCC(C)CC(CC)CN (configuration not stated)	-6	/
N[C@H](C(=O)O)c1ccc(O)cc1	-7	/
CO[C@]1(NC(=O)CSC(F)F)C(=O)N2C(C(=O)O)=C(CSc3nnnn3CCO)CO[C@H]21	4	/
O=C[C@H](O)[C@@H](O)[C@H](O[C@H]1O[C@H](CO)[C@@H](O[C@H]2O[C@H](CO)[C@@H](O)[C@H](O)[C@H]2O)[C@H](O)[C@H]1O)[C@H](O)CO	9	/
CCCCC/C=C\CCC(=O)N[C@H]1[C@H](Oc2c3cc4cc2Oc2ccc(cc2Cl)[C@@H](O[C@@H]2O[C@H](CO)[C@@H](O)[C@H](O)[C@H]2NC(C)=O)[C@@H]2NC(=O)[C@H](NC(=O)[C@@H]4NC(=O)[C@H]4NC(=O)[C@@H](Cc5ccc(c(Cl)c5)O3)NC(=O)[C@H](N)c3ccc(O)c(c3)Oc3cc(O)cc4c3)c3ccc(O)c(c3)-c3c(O[C@H]4O[C@H](CO)[C@@H](O)[C@H](O)[C@@H]4O)cc(O)cc3[C@@H](C(=O)O)NC2=O)O[C@H](CO)[C@@H](O)[C@@H]1O	-17	/
C[C@@H]1NC(=O)[C@@H](N)CNC(=O)[C@H](C2CCNC(N)=N2)NC(=O)/C(=C/NC(N)=O)NC(=O)[C@H](CNC(=O)C[C@@H](N)CCCN)NC1=O (some centres not stated)	-12&6	/
CO[C@H]1C[C@H](O[C@H]2[C@H](C)O[C@@H](O[C@@H]3/C(C)=C/C[C@@H]4C[C@@H](C[C@]5(C=C[C@H](C)[C@@H](C6CCCCC6)O5)O4)OC(=O)[C@@H]4C=C(C)[C@@H](O)[C@H]5OC/C(=C\C=C\[C@@H]3C)[C@]54O)C[C@@H]2OC)O[C@@H](C)[C@@H]1O	2	/
CCCCC(F)(F)[C@@]1(O)CC[C@H]2[C@@H](CC(=O)[C@@H]2CCCCCCC(=O)O)O1	2	/
O=P(O)(O)OCC(O)CO (configuration not stated)	-10	/
CS(=O)(=O)NC(=O)CCC/C=C\C[C@H]1C(=O)C[C@@H](O)[C@@H]1/C=C/[C@H](O)COc1ccccc1	-14	/
C/C=C/c1ccc(OC)cc1	-25	/
COc1ccc2cc([C@H](C)CO)ccc2c1	-2	/

Individual results from the results shown.
`CO[C@]1(NC(=O)CSC(F)F)C(=O)N2C(C(=O)O)=C(CSc3nnnn3CCO)CO[C@H]21` – DRD3 agonist = 4
`CCCCC/C=C\CCC(=O)N[C@H]1[C@H](Oc2c3cc4cc2Oc2ccc(cc2Cl)[C@@H](O[C@@H]2O[C@H](CO)[C@@H](O)[C@H](O)[C@H]2NC(C)=O)[C@@H]2NC(=O)[C@H](NC(=O)[C@@H]4NC(=O)[C@H]4NC(=O)[C@@H](Cc5ccc(c(Cl)c5)O3)NC(=O)[C@H](N)c3ccc(O)c(c3)Oc3cc(O)cc4c3)c3ccc(O)c(c3)-c3c(O[C@H]4O[C@H](CO)[C@@H](O)[C@H](O)[C@@H]4O)cc(O)cc3[C@@H](C(=O)O)NC2=O)O[C@H](CO)[C@@H](O)[C@@H]1O` – DRD3 agonist = -17

Later entries.
SMILES	DRD3 agonist	GLP-1R agonist
CC[C@H]1OC(=O)[C@H](C)C(=O)[C@H](C)[C@@H](O[C@@H]2O[C@H](C)C[C@H](N(C)C)[C@H]2O)[C@](C)(OC)C[C@@H](C)C(=O)[C@H](C)[C@H]2N(CCCCn3cnc(-c4cccnc4)c3)C(=O)O[C@]12C	-5&8	/
CN1CC(=O)NC1=N	9	/
O=C1/C(=C\c2cccs2)CCC/C1=C\c1cccs1	5	/
CO/N=C(\C(=O)N[C@@H]1C(=O)N2C(C(=O)O)=C(CSc3cnns3)CS[C@H]12)c1csc(N)n1	0	/
CO/N=C(\C(=O)N[C@@H]1C(=O)N2C(C(=O)OCOC(=O)C(C)(C)C)=C(/C=C\c3scnc3C)CS[C@H]12)c1csc(N)n1	-11	/
O=C(OC[C@H]1O[C@](O)(COC(=O)c2cccnc2)[C@@H](OC(=O)c2cccnc2)[C@@H]1OC(=O)c1cccnc1)c1cccnc1	-8	/
CN(N=O)C(=O)N[C@@H]1[C@@H](O)[C@H](O)[C@@H](CO)O[C@@H]1O	2	/
O=C(NOCC1CC1)c1ccc(F)c(F)c1Nc1ccc(I)cc1Cl	-10	/
NC[C@H]1O[C@H](O[C@H]2[C@H](O)[C@@H](O[C@H]3O[C@H](CO)[C@@H](O)[C@H](N)[C@H]3O)[C@H](N)C[C@@H]2N)[C@H](O)[C@@H](O)[C@@H]1O	3	/

Rewritten with values under each structure: entries from further up.
Fields: DRD3 agonist, GLP-1R agonist
- CS(=O)(=O)NC(=O)CCC/C=C\C[C@H]1C(=O)C[C@@H](O)[C@@H]1/C=C/[C@H](O)COc1ccccc1
    -14, /
- C/C=C/c1ccc(OC)cc1
    -25, /
- COc1ccc2cc([C@H](C)CO)ccc2c1
    -2, /
- CC[C@H]1OC(=O)[C@H](C)C(=O)[C@H](C)[C@@H](O[C@@H]2O[C@H](C)C[C@H](N(C)C)[C@H]2O)[C@](C)(OC)C[C@@H](C)C(=O)[C@H](C)[C@H]2N(CCCCn3cnc(-c4cccnc4)c3)C(=O)O[C@]12C
    -5&8, /
- CN1CC(=O)NC1=N
    9, /
- O=C1/C(=C\c2cccs2)CCC/C1=C\c1cccs1
    5, /
- CO/N=C(\C(=O)N[C@@H]1C(=O)N2C(C(=O)O)=C(CSc3cnns3)CS[C@H]12)c1csc(N)n1
    0, /
- CO/N=C(\C(=O)N[C@@H]1C(=O)N2C(C(=O)OCOC(=O)C(C)(C)C)=C(/C=C\c3scnc3C)CS[C@H]12)c1csc(N)n1
    -11, /
- O=C(OC[C@H]1O[C@](O)(COC(=O)c2cccnc2)[C@@H](OC(=O)c2cccnc2)[C@@H]1OC(=O)c1cccnc1)c1cccnc1
    -8, /
- CN(N=O)C(=O)N[C@@H]1[C@@H](O)[C@H](O)[C@@H](CO)O[C@@H]1O
    2, /
- O=C(NOCC1CC1)c1ccc(F)c(F)c1Nc1ccc(I)cc1Cl
    -10, /
- NC[C@H]1O[C@H](O[C@H]2[C@H](O)[C@@H](O[C@H]3O[C@H](CO)[C@@H](O)[C@H](N)[C@H]3O)[C@H](N)C[C@@H]2N)[C@H](O)[C@@H](O)[C@@H]1O
    3, /

An excerpt; the hit share may differ from the screen's.
